# H37Rv inhibition – M. tuberculosis growth inhibition, HTS (AID 449762); M. tuberculosis H37Rv growth inhibition, 7H9 media; higher % means a stronger effect; 0.59% of 330,000 active; one-dose inhibition, % at 25 µM; IC50 in µM for titrated hits; in the data active means a potency from the dose series; inconclusive means inhibition above about 70% without an active follow-up result;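 further: bacterial growth assessed after seven days of incubation; strong numbers were not always called active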
# H1N1 NS1A inhibition – H1N1 influenza NS1A inhibitors, functional cell based assay (AID 504329). NS1A functional cell-based assay, percent inhibition; higher % means a stronger effect. inhibition, % at 12.5 µM, or IC50 in µM where a hit was titrated. 0.3% of 340,000 active; in the data active means a potency from the dose series; inconclusive means inhibition above about 27% without an active follow-up result; further: strong numbers were not always called active
# inhibitors of VEEV – inhibitors of VEEV TC-83 cytopathic effect, confirmation, Vero cells (AID 588727); Vero cells, VEEV TC-83 cytopathic effect inhibition; higher % means a stronger effect; one-dose inhibition, % at 20 µM; IC50 in µM for titrated hits; 0.13% of 350,000 active; in the data active means a potency from the dose series; inconclusive means inhibition mostly from about 14% at the one dose, without a potency; inactive means the rest, 99 in 100 with inhibition below about 12%; further: strong numbers were not always called active
# M. tuberculosis – growth inhibition of non-replicating M. tuberculosis (AID 488890); Mycobacterium tuberculosis non-replicating, growth inhibition; higher % means a stronger effect; inhibition, % at 25 µM, or IC50 in µM where a hit was titrated; 0.39% of 320,000 active; in the data active means a potency from the dose series; inconclusive means inhibition mostly from about 82% at the one dose, without a potency; inactive means the rest, 99 in 100 with inhibition below about 76%;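 further: plate controls were DMSO cells for no effect and high antibiotic wells for full effect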
# Salmonella PhoP GFP – Inhibition of PhoP regulon, Salmonella typhi GFP reporter cells, confirmation, 4 h (AID 1850). Salmonella Typhi PhoP-promoter GFP reporter, fluorescence, 4 h; higher % means a stronger effect. one-dose inhibition, % at 50 µM; IC50 in µM for titrated hits. 0.33% of 310,000 active; in the data active means a potency from the dose series; inconclusive means inhibition mostly from about 25% at the one dose, without a potency; inactive means the rest, 99 in 100 with inhibition below about 19%;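 further: 0% = induced wells with vehicle and 100% = uninduced wells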
# An asterisk follows results filed as active; i = inactive; ? = inconclusive; . = no result given.
SMILES,H37Rv inhibition,H1N1 NS1A inhibition,inhibitors of VEEV,M. tuberculosis,Salmonella PhoP GFP
O=C(CN1C(=O)NC2(CCCCCCC2)C1=O)Nc1ccc(OC(F)F)cc1,10%,-6%,1.7%,16%,.
CC1(C)CC(C)(c2ccc(O)cc2O)N(c2cccc(Cl)c2)C(=S)N1 (configuration not stated),-9%,4%,2.9%,23%,-2%
COC(=O)c1ccc(CS(=O)(=O)c2ccc(C)cc2)cc1,-4%,-2%,0.7%,-1%,2%
Cc1ccc2c(c1)CCCN2C(=O)c1cc(C)on1,-15%,11%,4.5%,-4%,-7%
CCn1ccnc1[C@@H]1C[C@H]2CN(c3ccccc3OC)C(=O)[C@]23CCCN13,-2%,7%,1.6%,-5%,-1%
CC(=O)c1cccc(N=c2scc(-c3ccc(S(=O)(=O)N4CCOCC4)cc3)n2CCO)c1,0%,0%,i,-23%,7%
CCC(=O)Nc1ccc(Cl)c(NC(=S)NC(C)=O)c1,-2%,0%,0.1%,-4%,-2%
c1ccc2c(c1)oc1c(NCCCn3ccnc3)ncnc12,5%,-7%,0.6%,8%,2%
O=[N+]([O-])c1ccc(S(=O)(=O)Nc2cccc(-c3ccc(N4CCCC4)nn3)c2)cc1,-5%,-15%,5.7%,17%,14%
c1ccc(-c2nnc3n2CCCC3)cc1,-2%,5%,1.2%,6%,2%
CCc1ccccc1NC(=S)NCc1ccc2c(c1)OCO2,6%,0%,1.7%,75%,3%
CC(C)[C@H]1CC[C@@H](C)C(C(=O)c2ccccc2)C1=O (some centres not stated),1%,-9%,0.9%,-14%,-12%
CC(C)(C)CN1CCN(Cc2nc(-c3ccc(F)cc3)cs2)CC1CCO (configuration not stated),-4%,17%,i,25%,-5%
CC(C)(C)NC(=O)CN(C(=O)CS(=O)CC(=O)Nc1ccc(F)cc1)c1cccc(F)c1 (configuration not stated),1%,-7%,i,-4%,-9%
Nc1ncnc2c1ncn2C1CCCC1,0%,0%,0.4%,-12%,-7%
COc1ccc(Br)cc1/C=N/NC(=O)CN1CCCCC1,10%,-5%,i,-11%,3%
CCn1cc(C2=NC(C)CO2)c2ccccc21 (configuration not stated),-9%,5%,2.8%,-2%,2%
CCN1c2ccccc2-c2nc3ccccc3n2C1c1ccncc1 (configuration not stated),5%,-3%,10%,17%,-4%
O=C(c1cn(-c2ccccc2)nc1-c1ccncc1)n1nnc2ccccc21,4%,9%,12%,68%,0%
O=C(Nc1cccc(S(=O)(=O)NC2=NCCC2)c1)C1CCC1,-7%,-9%,0.3%,-7%,-37%
COCCNC(=O)Cn1cc2c(n1)CCCCC2,-4%,0%,0.8%,8%,-16%
O=S(=O)(/C=C/c1ccccc1)Nc1ccc2c(c1)OCO2,0%,2%,1.7%,-13%,-2%
COc1cc(/C=N/N2C(=O)c3ccccc3C2=O)ccc1O,-5%,-4%,0.8%,-2%,19%
O=C(NCc1ccccc1)c1ccc(Oc2ccc(C(=O)NCc3ccccc3)cc2)cc1,3%,-14%,0.9%,-4%,-14%
O=C(COC(=O)/C=C/c1ccccc1Cl)NCCNC(=O)COC(=O)/C=C/c1ccccc1Cl,2%,-7%,2.4%,-4%,-5%
CCOc1ccc(CN(C)CCc2ccccn2)cc1,0%,17%,1.2%,-7%,7%
Cn1cc(CN2CCC(n3nccc3NC(=O)CCCc3ccccc3)CC2)cn1,0%,-14%,0.9%,17%,4%
Clc1ccc(-c2nnnn2-c2ccc(Cl)cc2)cc1,0%,.,1.2%,1%,2%
CC1Cc2ccccc2N1C(=O)CSc1nc2c(c(=O)n(C)c(=O)n2C)n1Cc1ccccc1 (configuration not stated),14%,12%,3.2%,43%,15%
Nc1nc(Nc2cccc(Cl)c2)nc(NCc2ccco2)c1[N+](=O)[O-],?,-15%,7.9%,50%,15%
COc1ccccc1CN1CCNC(=O)C1CC(=O)N(C)Cc1nc(C)cs1 (configuration not stated),-3%,3%,1.3%,-5%,-11%
CCOC(=O)CN(C(=O)c1ccccc1)c1ccccc1C,0%,7%,i,-8%,2%
CCC(Cc1ccccc1)NC(=O)C1CCN(S(=O)(=O)c2c(C)noc2C)CC1 (configuration not stated),7%,-1%,1.2%,13%,7%
Fc1ccc(CNc2nc3ccccc3n3nnnc23)cc1,-7%,-2%,1.8%,-17%,2%
O=C(N/C(=C\c1cccnc1)C(=O)N1CCCCC1)c1cccc(Br)c1,-7%,4%,1.4%,-13%,6%
O=C(O)c1ccc2c(=O)n(-c3ccc(F)cc3)c(=S)[nH]c2c1,-7%,15%,0.6%,-3%,2%
CCCc1nnc(NC(=O)c2ccc([N+](=O)[O-])cc2)s1,6%,-1%,1.8%,12%,-14%
O=C(COc1ccc(Cl)cc1Cl)N1CCCC1,-5%,-16%,i,77%,-1%
Cc1c(N)ccc(-n2nc3ccccc3n2)c1C,3%,.,1.2%,-5%,15%
Cc1ccc(N2C(=O)CS(=O)(=O)CC2=O)cc1,0%,.,i,-9%,-3%
Cc1ccccc1N(C(=O)CNC(=O)c1ccco1)C(C(=O)NC1CCCCC1)c1ccncc1 (configuration not stated),8%,4%,i,2%,9%
CCOC(=O)C1(c2nc(N)cs2)COC(=O)C1 (configuration not stated),-19%,-21%,i,6%,1%
CCCCOc1ccc(NC(=O)C(=O)NCCCn2ccnc2)cc1,10%,2%,i,48%,-5%
COC(=O)c1ccc(NC(=O)CN2CCN(c3cccc(Cl)c3)CC2)cc1,?,18%,4.1%,38%,6%
CCc1nn(C(C)C(=O)NCCc2ccc(OC)c(OC)c2)c(=O)c2cc3occc3n12 (configuration not stated),-2%,-20%,i,9%,-3%
COc1cc(N=Nc2cccc(S(N)(=O)=O)c2)c2ccccc2c1N,24%,14µM*,4.6%,-8%,5%
Cc1cc(C)nc(N2CCC(C(=O)NCc3cccs3)CC2)n1,-1%,3%,1.7%,1%,-8%
CC1Cc2cc(S(=O)(=O)N3CCN(c4ccccc4F)CC3)ccc2N1C(=O)C1CC1 (configuration not stated),-3%,6%,i,32%,-3%
CCOc1ccc(C(=O)CCC(=O)Nc2ccncc2)cc1,0%,-2%,3.7%,26%,.
CN(C)c1ccc(/C=N/NC(=O)CCc2nc3ccccc3[nH]2)cc1,-5%,7%,0.4%,-5%,-2%
O=C(Nc1cc(C(F)(F)F)cc(C(F)(F)F)c1)Nc1cnn(-c2ccc([N+](=O)[O-])cc2)c1C(F)(F)F,?,1%,i,?,-2%
CSc1nnc(Cc2cc(=O)[nH]c(=O)[nH]2)n1-c1cc(C)ccc1C,10%,-4%,1.9%,-11%,-2%
O=C(CN1C(=O)CCC1=O)Nc1ccc(Cc2ccc(NC(=O)CN3C(=O)CCC3=O)cc2)cc1,4%,-1%,1.6%,35%,-3%
Oc1ccc(-c2nccc(-c3ccc(Br)cc3)n2)cc1,?,5%,5.6%,58%,1%
COc1cccc(CNc2nc3ccc(NC(C)=O)cc3s2)c1,.,-6%,2.0%,.,.
COc1ccc(CCN(C)C(=O)CCCN2C(=O)c3cccc4cccc(c34)C2=O)cc1OC,8%,-4%,6.3%,5%,-5%
CC(C)Oc1ccc(/C=C/C(=O)NCC2COc3ccccc3O2)cc1 (configuration not stated),?,11%,7.4%,25%,-9%
CCOc1ccc(CC2S/C(=N/N=C/c3ccco3)NC2=O)cc1 (configuration not stated),11%,2%,1.5%,21%,-4%
Cn1c(SCc2ccccn2)nnc1-c1cnccn1,-3%,-5%,3.9%,1%,-5%
CC1CCCCN1C(=O)CSc1nc(-c2ccccc2)cc(=O)[nH]1 (configuration not stated),-7%,-25%,1.2%,-5%,-11%

# The list continues.
SMILES,H37Rv inhibition,H1N1 NS1A inhibition,inhibitors of VEEV,M. tuberculosis,Salmonella PhoP GFP
CC(C(=O)NN=C(c1ccccc1)c1ccccc1)N1CCOCC1 (configuration not stated),-2%,2%,2.0%,3%,6%
CCN(CC)S(=O)(=O)c1ccc(S(=O)(=O)N2CCN(C(=O)c3ccco3)CC2)cc1,5%,-1%,i,-6%,5%
CC1CCCC(C)N1CC(O)Cn1c2ccccc2c2ccccc21 (configuration not stated),19%,1%,i,15%,1%
O=C(Cc1ccc2c(c1)OCCO2)N1CCN(S(=O)(=O)c2cccs2)CC1,-4%,-2%,6.3%,-14%,-13%
NC(=O)CSc1nnc(NC(=O)c2ccc(S(=O)(=O)N3CCCCC3)cc2)s1,5%,-3%,1.0%,-12%,7%
Cc1ccc(C(=O)NCC(=O)N/N=C/c2cccs2)cc1[N+](=O)[O-],-1%,-5%,2.1%,5%,8%
O=S(=O)(c1ccc(Oc2ccc(Br)cc2)cc1)N1CCOCC1,6%,-2%,0.1%,18%,3%
CC(=O)Nc1ccc(C(=O)OCC(=O)NCCC2=CCCCC2)cc1,.,-1%,0.3%,.,.
O=c1[nH]c2ccc(N=Cc3c(O)ccc4cc(Br)ccc34)cc2[nH]1,.,34%,2.4%,.,.
NS(=O)(=O)c1ccc(NC(=O)COC(=O)C2(c3ccc(F)cc3)CCCC2)cc1,3%,-4%,i,4%,-18%
COc1ccc(C(=O)NCCc2cnc[nH]2)cc1OC,5%,-14%,0.1%,-3%,-1%
CC(C)c1ccc(NC(=O)CCS(=O)(=O)c2cccc3nonc23)cc1,6%,-8%,2.9%,52%,12%
Cc1ccc(-c2cn3cccnc3n2)cc1NC(=O)c1c(-c2ccccc2Cl)noc1C,1%,2%,i,8%,4%
NC(=S)N/N=C/c1ccc(C(F)(F)F)cc1,?,7%,11%,?,-2%
Cc1ccc(CS(=O)(=O)CCC(=O)O)cc1,-1%,-8%,1.4%,13%,-5%
CN(C)CC[n+]1ccc(C(=O)c2ccccc2)cc1,1%,-2%,0.5%,7%,3%
CCCCOC(=O)C1C2C=C[C@]3(CN(CCCOC)C(=O)[C@H]13)O2 (some centres not stated),-1%,-4%,i,-7%,-17%
Cn1c(SCC(=O)N2CCCC2)nnc1-c1ccc(S(=O)(=O)N2CCCC2)cc1,-2%,0%,1.7%,-9%,5%
COc1ccc(NCc2cc(=O)[nH]c3ccccc23)cc1,1%,28%,0.1%,5%,4%
O=C(CSc1ccsc1[N+](=O)[O-])NCCc1ccccc1,-7%,6%,1.5%,-1%,-1%
CC(C)(C)CN1CCC(Oc2cccc(C(=O)N3CCC[C@H]3CO)c2)CC1,5%,-1%,0.8%,4%,4%
COc1ccc(CCN2CN(S(=O)(=O)c3ccccc3)c3nc4ccccc4nc32)cc1,8%,0%,7.7%,76%,4%
O=C(COc1ccc(Cl)cc1Cl)N/N=C/c1ccc[nH]1,-1%,11%,1.6%,3%,-5%
Cc1ccc(S(=O)(=O)N2[C@@H](c3cccc4ccccc34)C(C(=O)O)=C[C@H]2C(C)(C)C)cc1,2%,-14%,i,56%,.
CC(=O)c1cc(CN2CCC(n3nccc3NC(=O)c3ccccc3Cl)CC2)cs1,-4%,-1%,i,-9%,-6%
COc1ccc(N(CC(=O)Nc2ccccc2F)S(=O)(=O)c2ccc(OC)c(OC)c2)cc1,-4%,0%,8.3%,13%,0%
